core dimer inh = inhibitors of HCV core protein dimerization, primary screen, biochemical, TR-FRET, high-throughput; TR-FRET GST/Flag-core106 dimerization, 1536-well; inhibition, % at 5 µM; AID 1899, 2009; 300,000 tested, 0.33% active;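 active = inhibition above the mean of all tested compounds plus 3 SD, set per screening campaign, cut at about 45% in these data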
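Assay system: GST-tagged and Flag-tagged HCV core protein residues 1-106 / Times: compound-protein-antibody incubation 4 h at 22.5 °C / Signal: time-resolved FRET, ex 340 nm, em 617 and 671 nm / Evaluation: % inhibition based on acceptor/donor emission ratio / Benchmarks: wells lacking GST-core106 and wells with excess unlabelled core106 / Repeats: singlicate, one well per compound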
Efflux pump inh = inhibitors of Candida efflux pumps in yeast, primary screen, S. cerevisiae, Nile Red, multiplex | S. cerevisiae Candida pump triplex | 330,000 tested, 0.44% active | inhibition, % at 10 µM | AID 485275, 2010;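 active = plate passing quality check with inhibition over a set limit, or well fluorescence over plate mean plus 4 SD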;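 note: Nile Red retained in pooled yeast measured as flow cytometry median fluorescence; 0% = buffer negative control and 100% = Enniatin B positive control; higher means more Nile Red kept so more efflux inhibition; some compounds called inactive have numbers as strong as hits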
PREPL inh = PREPL enzyme inhibitors, primary screen, biochemical, fluorescence polarization; Prolyl endopeptidase-like (Homo sapiens), Q4J6C6; recombinant PREPL, fluorescence polarization activity-based probe; inhibition, % at 5.96 µM; 320,000 tested, 0.68% active; AID 2751, 2010; in the data active = inhibition above about 43%;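 note: 0% = enzyme with DMSO and 100% = wells lacking enzyme; many of its hits are not listed in these tables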
Target sequence (Q4J6C6 whole entry, looked up): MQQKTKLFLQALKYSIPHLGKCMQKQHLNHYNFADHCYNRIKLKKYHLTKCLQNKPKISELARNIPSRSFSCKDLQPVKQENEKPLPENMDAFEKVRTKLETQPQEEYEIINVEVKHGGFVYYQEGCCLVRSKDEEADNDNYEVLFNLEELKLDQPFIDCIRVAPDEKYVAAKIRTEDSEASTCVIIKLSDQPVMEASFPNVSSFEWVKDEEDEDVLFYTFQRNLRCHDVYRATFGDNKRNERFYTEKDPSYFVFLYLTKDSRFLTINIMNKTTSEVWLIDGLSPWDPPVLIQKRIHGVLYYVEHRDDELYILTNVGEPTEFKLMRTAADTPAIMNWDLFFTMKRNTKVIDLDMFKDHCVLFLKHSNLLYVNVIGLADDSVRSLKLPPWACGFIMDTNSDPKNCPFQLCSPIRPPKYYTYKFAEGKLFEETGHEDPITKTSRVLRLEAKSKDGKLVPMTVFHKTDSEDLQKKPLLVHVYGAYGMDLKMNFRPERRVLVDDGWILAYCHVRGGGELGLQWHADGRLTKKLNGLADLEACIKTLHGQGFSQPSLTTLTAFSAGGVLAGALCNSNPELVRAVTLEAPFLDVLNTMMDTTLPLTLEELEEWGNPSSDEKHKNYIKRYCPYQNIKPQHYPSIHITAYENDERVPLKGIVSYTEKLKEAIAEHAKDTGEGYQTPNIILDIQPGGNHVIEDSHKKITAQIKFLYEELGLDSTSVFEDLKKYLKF
ZTA counter = blocks Epstein-Barr virus ZTA, an EBNA-1 counter-screen; 320,000 tested, 0.15% active; inhibition, % at 11 µM; ZTA-DNA binding, fluorescence polarization; P03206; in the data active = inhibition above about 33%
Target sequence (P03206 whole entry, looked up): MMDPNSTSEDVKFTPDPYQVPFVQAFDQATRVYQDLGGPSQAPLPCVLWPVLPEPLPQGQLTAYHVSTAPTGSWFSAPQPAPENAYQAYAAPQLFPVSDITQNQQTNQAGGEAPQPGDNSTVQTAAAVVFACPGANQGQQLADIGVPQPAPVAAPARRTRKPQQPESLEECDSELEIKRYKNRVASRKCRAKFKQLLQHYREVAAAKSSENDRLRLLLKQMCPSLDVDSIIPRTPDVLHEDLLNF
PP1 counter = PP1-alpha phosphatase inhibitors, primary screen, counter-screen for PP5 inhibitor project, biochemical, fluorescence, OMFP substrate, single point | Serine/threonine-protein phosphatase PP1-alpha catalytic subunit (Homo sapiens), P62136 | purified PP1alpha | inhibition, % at 6.7 µM | 320,000 tested, 0.9% active;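 active = inhibition above the mean inhibition of all tested compounds plus 3 SD, computed separately for each screening campaign, cut at about 15% in these data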
EBNA-1 inh = EBNA-1 DNA-binding inhibitors, primary screen, biochemical, fluorescence polarization; inhibition, % at 14.8 µM; 300,000 tested, 0.34% active; AID 1950, 2009; in the data active = inhibition above about 28%
Fh CTSL1 inh = Fasciola hepatica cathepsin L1 inhibitors, primary screen, counter-screen for PFM18AAP inhibitor project, biochemical, QFRET, fluorogenic peptide substrate; AID 1906, 2009; 300,000 tested, 0.49% active; recombinant F. hepatica cathepsin L1, Z-Leu-Arg-MCA fluorescence; inhibition, % at 5.96 µM;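 active = inhibition above the mean of all tested compounds plus 3 SD, set per screening campaign, cut at about 17% in these data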;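 note: 0% = plate median of test compound wells and 100% = 1 µM Z-Phe-Ala-diazomethylketone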
PP5 primary = PP5 phosphatase inhibitors, primary screen, biochemical, fluorescence | 320,000 tested, 0.18% active | purified PP5c, OMFP substrate fluorescence | Serine/threonine-protein phosphatase 5 (Homo sapiens), P53041 | AID 1987, 2009 | inhibition, % at 6.7 µM;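 active = inhibition above the campaign's mean inhibition across all tested compounds plus 3 SD, cut at about 9.5% in these data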;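 note: 0% = DMSO only and 100% = 100 µM cantharidin control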
TPT1 inh = Candida albicans TPT1 enzyme inhibitors, primary screen, biochemical, fluorescence polarization | tRNA 2'-phosphotransferase TPT1 (Candida albicans SC5314) | recombinant caTPT1, FP RNA substrate dephosphorylation | inhibition, % at 5 µM | 300,000 tested, 0.81% active | AID 1962, 2009;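 active = inhibition above the mean of all tested compounds plus 3 SD, set per screening campaign, cut at about 24% in these data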;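 note: plate controls were DMSO alone for no effect and ferristatin control at 100 nM for full effect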
Starred values were filed as active, the others as inactive; / = no result given. Not all compounds are listed; count on the stated rates, not on these rows.

No.	SMILES	core dimer inh	Efflux pump inh	PREPL inh	ZTA counter	PP1 counter	EBNA-1 inh	Fh CTSL1 inh	PP5 primary	TPT1 inh
1	COCCN(C(=O)COC(=O)CCCOc1ccc(OC)cc1)c1c(N)n(Cc2ccccc2)c(=O)[nH]c1=O	-5	-0.1	3	1	-2	-3	-1	-0.2	-1
2	COc1ccc(C(=O)NCc2ccco2)cc1S(=O)(=O)N1CCOCC1	3	0.2	0	21	0	3	-3	0.8	-3
3	Nc1ncnc2nc(SCCN3CCCCC3)[nH]c12	3	0.0	-10	-11	-4	-5	-2	4.3	-2
4	CCN(CC(=O)Nc1ccccc1C(F)(F)F)C(=O)C1CCN(C(=O)Nc2ccccc2)CC1	/	0.0	0	7	0	/	/	1.1	/
5	C=CCn1c(SCC(=O)Nc2ccc(F)cc2F)nc2c([nH]c3ccccc32)c1=O	13	0.0	6	21	-1	3	-2	2.1	5
6	Cc1ccc(S(=O)(=O)N(CC(=O)N=Nc2c(O)[nH]c3ccccc23)c2cccc(C)c2)cc1	14	1.0	-14	6	14	10	2	3.8	1
7	CCCCCSc1nncc(=O)[nH]1	-2	0.1	20	-7	-10	-4	0	4.3	-1
8	CC(C)(C)NC(=O)Cn1nnc(-c2ccc(OCc3c(F)cccc3Cl)cc2)n1	-4	0.0	12	4	1	-7	8	2.0	0
9	O=C(CSc1nnnn1-c1ccccc1)Nc1ccc(Cl)cn1	0	0.0	5	-4	-4	-9	-2	1.6	-3
10	O=C(CCC(=O)N1CCN(S(=O)(=O)c2ccc(Cl)cc2)CC1)Nc1ccc(Cl)cc1Cl	5	0.3	9	1	0	-1	2	2.7	1
11	Cc1csc2nnc(N)n12	-6	0.1	-3	7	4	2	-4	0.5	-3
12	NNC(=O)CCN1CCN(C(c2ccccc2)c2ccccc2)CC1	3	0.0	0	14	-4	-2	5	-1.9	-2
13	NC(=O)COC(=O)c1cc(=O)[nH]c2ccccc12	-3	0.0	-6	5	-2	4	-5	-0.1	-1
14	Cc1ccc(NC(=O)c2cccc(S(=O)(=O)N3CCCCC3)c2)cc1	1	0.1	-4	-6	3	1	-3	1.7	-2
15	O=C1c2cccc3cccc(c23)C(=O)N1c1ccc2ncccc2c1	7	0.0	4	31	23*	14	1	-2.5	5
16	CCC(C)NC(=O)c1ccc(CSCc2ccccc2Cl)o1 (centres undefined)	14	0.1	18	6	-4	4	6	-0.5	0
17	CC(C)c1ccc(NC(=O)[C@H](Cc2c[nH]c3ccccc23)NC(=O)[C@@H]2Cc3ccccc3CN2)cc1	0	0.2	4	0	16*	-9	1	5.0	-1
18	COc1ccc2c(c1)CCc1cc(C(=O)N3CCN(c4ccc(N5CCOCC5)nn4)CC3)sc1-2	-9	0.2	53*	4	9	-4	6	0.8	-4
19	CC(Sc1nc2ccccc2c(=O)n1CCc1ccc(S(N)(=O)=O)cc1)C(=O)NC(N)=O (centres undefined)	-3	0.5	9	2	-1	-6	3	1.5	-1
20	CCCCCc1ccc(-c2ccc(/C=C/C(N)=O)cc2)nc1	1	0.2	-3	7	2	9	1	0.4	1
21	COc1ccc(NC(=O)C2CCCN(S(=O)(=O)c3ccc4c(c3)oc(=O)n4C)C2)c(OC)c1 (centres undefined)	-1	-0.2	-35	-1	-3	4	-1	1.6	-3
22	Cc1ccc(OCCC(=O)OCC(=O)NC2CCS(=O)(=O)C2)cc1 (centres undefined)	0	0.0	1	10	-6	5	-38	2.1	0
23	O=S(=O)(c1ccc(Cl)nc1)N1CCc2ccccc21	0	0.1	-6	8	-4	2	-2	-1.2	-1
24	Nc1ccc(Oc2ccc3c(c2)C(=O)NC3=O)cc1	12	-0.1	-7	-6	0	9	0	4.8	1
25	CN(C)C(=O)COC(=O)/C=C/c1cn(-c2ccccc2)nc1-c1cccs1	4	0.2	-12	14	3	-8	-3	3.1	0
26	CN1CCSc2ccc(C(=O)NCc3ccccc3F)cc21	-7	0.1	9	9	-1	-4	-2	3.7	-2
27	O=C1CC(c2c(F)cccc2Cl)C(n2cncn2)C(O)=C1C1NCCc2ccccc21 (centres undefined)	-3	0.2	7	10	3	-4	-1	0.9	-1
28	CCOC(=O)C(=O)N1CCC(C(=O)OCC)CC1	-8	-0.1	19	-7	-3	-4	-2	0.9	-4
29	Cc1ccccc1Cn1nc(C)c(NC(=O)/C=C/c2cnn(C)c2)c1C	-9	0.8	-2	-12	8	-13	-5	-4.6	3
30	CCc1ccc(NC(=S)N(CCCN2CCN(C)CC2)Cc2cccs2)cc1	-2	0.1	14	-2	1	9	2	1.4	2
31	CCN(CC)S(=O)(=O)c1cc(C(=O)NC2=NCCS2)ccc1Cl	-8	-0.1	8	-20	-2	6	-3	-2.1	0
32	CC(C)(C)CC(=O)OCC(=O)Nc1cc(C(C)(C)C)nn1-c1ccccc1	2	0.3	0	4	1	-1	-12	3.9	0
33	C=CCNC(=O)C1CCN(c2ccc(S(=O)(=O)N3CCOCC3)cc2[N+](=O)[O-])CC1	-2	-0.1	18	-8	-4	-2	1	-2.2	-2
34	CC(C)(C)NC(=O)c1ccc2nsnc2c1	6	-0.1	1	6	-2	2	1	0.9	-3
35	Cc1ccc([N+](=O)[O-])cc1Nc1nc(N2CCOCC2)nc(N2CCOCC2)n1	2	-0.2	2	-10	1	-7	-3	-0.1	2
36	COc1ccc(NC(=O)CSc2nnc(C3CCCCC3)o2)c(OC)c1	3	-0.2	5	0	1	5	0	-0.6	0

A draw from above in order of SMILES length, descending:
No.	SMILES	core dimer inh	Efflux pump inh	PREPL inh	ZTA counter	PP1 counter	EBNA-1 inh	Fh CTSL1 inh	PP5 primary	TPT1 inh
14	Cc1ccc(NC(=O)c2cccc(S(=O)(=O)N3CCCCC3)c2)cc1	1	0.1	-4	-6	3	1	-3	1.7	-2
30	CCc1ccc(NC(=S)N(CCCN2CCN(C)CC2)Cc2cccs2)cc1	-2	0.1	14	-2	1	9	2	1.4	2
26	CN1CCSc2ccc(C(=O)NCc3ccccc3F)cc21	-7	0.1	9	9	-1	-4	-2	3.7	-2

(cont.)
No.	SMILES	core dimer inh	Efflux pump inh	PREPL inh	ZTA counter	PP1 counter	EBNA-1 inh	Fh CTSL1 inh	PP5 primary	TPT1 inh
37	Cc1cccc(N=C2NC(=O)/C(=C/c3cccnc3)S2)c1	-3	0.0	4	-3	3	7	0	-1.5	3
38	O=CNCC(=O)NCCc1ccc(Cl)cc1	-16	-0.1	-4	-5	2	3	-3	2.0	-3
39	NC(=S)N/N=C1\c2ccccc2-c2c(C(=O)O)cccc21	3	0.0	4	11	-2	5	4	1.1	4
40	CCCNc1cc(C)oc(=O)c1C(=O)CC	-6	0.3	-2	-7	-4	-9	-1	1.6	1
41	Cn1cnnc1Sc1ccc(C(F)(F)F)cc1[N+](=O)[O-]	-4	0.1	1	9	-3	2	-4	0.0	-5
42	CCC(C)n1nccc1NC(=O)C(C)OC(=O)c1cc2ccccc2[nH]1 (centres undefined)	0	-0.4	6	1	2	2	-4	-0.9	1
43	CCN(CC)C(=O)COc1ccc2c3c(c(=O)oc2c1C)CCCC3	0	-0.1	-6	-7	0	4	-2	3.4	2
44	Cc1ccc(S(=O)(=O)CCC(=O)Nc2nc(C(C)(C)C)cs2)cc1	2	-0.1	5	1	1	-4	1	1.1	-2
45	O=C(O)c1ccc(S(=O)(=O)c2ccccc2C(=O)O)c([N+](=O)[O-])c1	-1	-0.1	12	-2	2	-3	-1	-2.8	-4
46	CNS(=O)(=O)c1ccc(NC(=O)C(CCSC)NC(N)=O)cc1 (centres undefined)	-7	0.1	6	0	3	-5	1	3.8	1
47	O=C(NNC(=S)Nc1ccccc1Cl)c1ccccc1	-4	0.1	9	-19	-1	-6	1	2.6	1
48	Cc1nc(N2CCN(c3ccccn3)CC2)c2c(C)c(C(=O)N3CCN(c4ccc(F)cc4)CC3)sc2n1	3	0.5*	-2	-8	2	-6	-1	2.2	-1
49	COc1ccc(CN2CC(C(=O)NCCCN3CCCCCC3)CC2=O)cc1 (centres undefined)	-3	-0.1	9	-1	-2	9	0	-0.5	1
50	COc1cc(C(=O)NCC(=O)OC(C)C(=O)Nc2ncc(Cl)cc2Cl)cc(OC)c1OC (centres undefined)	3	-0.1	19	-1	-1	7	-4	-0.1	0
51	CCOc1ccc(S(=O)(=O)N(CC(N)=O)c2ccc(C)cc2)cc1	-2	0.0	21	2	0	-9	2	-3.3	-2
52	CCC(C(=O)OC)n1cnc2scc(-c3ccc(C)cc3)c2c1=O (centres undefined)	10	-0.1	-1	-9	-6	-1	-1	0.5	-4
53	CCCCC1=CC2=CC(=O)C(C)(OC(=O)CC)C(=O)C2=CN1CCc1ccccn1 (centres undefined)	0	0.0	9	11	-3	8	2	2.0	-3
54	O=C(CSc1nnc(-c2cccnc2)n1Cc1ccco1)c1ccccc1	5	-2.7	12	-2	-1	8	1	-3.0	1
55	Cc1cccc(NC(=O)Cn2c(=O)oc3ccccc32)c1C	-5	0.0	2	11	0	7	7	1.2	-2
56	O=S(=O)(c1cccc2cnccc12)N1CCNCC1	-16	-0.1	-2	8	-3	-4	1	3.1	2
57	O=C(c1cccc(S(=O)(=O)NCc2ccc3c(c2)OCO3)c1)N1CCCC1	/	0.0	4	1	-2	/	/	-0.5	/
58	c1ccc(C(c2ccccc2)N2CCN(Cc3nc(-c4cnccn4)no3)CC2)cc1	3	0.0	3	-4	4	-2	-3	0.6	-3
59	CC1CN(C(=O)CSc2nnc(-c3ccc(Cl)cc3)n2C)CC(C)O1 (centres undefined)	-6	0.0	5	15	-5	0	3	-0.8	-2
60	CCNC(=O)NC(=O)C(C)OC(=O)c1ccc(-n2nc(SC)sc2=S)cc1 (centres undefined)	2	-0.1	1	-12	1	9	-1	2.3	0

From PubChem BioAssay
